Screens from PubChem BioAssay.
NFkB SMM: binds human NF-kappa-B p105 on microarray; AID 624139; P19838; calls only; Small molecule microarray, anti-His fluorescence binding; 17,000 compounds, 1.3% hits;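 active means spot fluorescence over background significantly raised, with a chance value under 7% in all four replicate spots of the compound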;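 further: probe protein is his-tagged human p50 processed subunit at 1 µg/ml; raw spot fluorescence signals with no normalization applied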
Target sequence (P19838 1-433 limits assumed): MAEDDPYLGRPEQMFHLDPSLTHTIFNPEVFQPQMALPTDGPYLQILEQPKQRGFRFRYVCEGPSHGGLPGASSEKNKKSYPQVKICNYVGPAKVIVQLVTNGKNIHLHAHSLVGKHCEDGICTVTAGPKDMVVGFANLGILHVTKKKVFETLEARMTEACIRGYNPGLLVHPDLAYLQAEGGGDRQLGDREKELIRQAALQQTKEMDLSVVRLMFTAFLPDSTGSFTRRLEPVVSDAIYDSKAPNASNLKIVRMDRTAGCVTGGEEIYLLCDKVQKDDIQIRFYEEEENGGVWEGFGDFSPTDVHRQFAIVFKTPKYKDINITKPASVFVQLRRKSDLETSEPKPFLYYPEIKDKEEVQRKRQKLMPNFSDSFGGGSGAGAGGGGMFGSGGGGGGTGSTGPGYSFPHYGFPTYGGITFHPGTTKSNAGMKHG
Calls only; i = inactive; + = active, no number. Only part of the results is shown; count on the stated rates, not on these rows.

SMILES	NFkB SMM
COc1cc2c(cc1O)C1Cc3ccc(O)c(OC)c3CN1CC2 (stereo not drawn)	i
Cc1ccc(Oc2coc3cc(OCC(=O)Nc4ccccc4C(F)(F)F)ccc3c2=O)cc1	i
COCCNc1ncnc2c1cnn2Cc1ccc(C)cc1	i
Oc1cc(O)c2c(c1)OC(c1ccc(O)c(O)c1)C(O)C2 (stereo not drawn)	i
C[C@@H]1CN([C@H](C)CO)C(=O)CCCn2cc(nn2)CO[C@@H]1CN(C)C(=O)Nc1ccccc1C(F)(F)F	i
Cc1noc(C)c1NC(=O)N(C)C[C@@H]1Oc2c(NC(=O)Nc3ccccc3)cccc2C(=O)N([C@H](C)CO)C[C@H]1C	i
CC(C)(C)NS(=O)(=O)c1ccc(OCC(=O)N2CCOCC2)cc1	i
Cc1ccc(NC(=O)COc2ccc(I)cc2)c(C(=O)O)c1	i
Cc1noc(C)c1S(=O)(=O)Nc1ccc2c(c1)C(=O)N([C@@H](C)CO)C[C@@H](C)[C@H](CN(C)C(=O)NC(C)C)OCCCC[C@@H](C)O2	+
C[C@H](CO)N1C[C@H](C)[C@@H](CN(C)C(=O)Nc2ccc(F)cc2)Oc2ccc(NC(=O)C3CC3)cc2CC1=O	i
C[C@@H]1CN([C@@H](C)CO)C(=O)c2cccc(NC(=O)c3ccc(-c4nccs4)cc3)c2O[C@@H]1CN(C)C(=O)NC1CCCCC1	i
CC(Sc1nc2ccccc2[nH]1)c1nc2ccccc2[nH]1 (stereo not drawn)	i
COc1ccc(S(=O)(=O)N(C)C[C@@H]2Oc3ccc(NC(=O)Nc4ccc(C(F)(F)F)cc4)cc3CC(=O)N([C@@H](C)CO)C[C@@H]2C)cc1	i
CC(C)NC(=O)Nc1ccc2c(c1)CC(=O)N([C@@H](C)CO)C[C@H](C)[C@H](CN(C)Cc1ccc(-c3ccccc3)cc1)O2	i
C[C@H](CO)N1C[C@H](C)[C@H](CN(C)S(=O)(=O)c2cn(C)cn2)Oc2ccc(NC(=O)C3CC3)cc2CC1=O	i
CCO[C@H]1OC(C(=O)N2CCOCC2)=C[C@@H](c2ccc3c(c2)OCO3)[C@@H]1CCCO	i
C[C@@H]1CN([C@H](C)CO)C(=O)c2cccc(NS(=O)(=O)c3ccc(F)cc3)c2O[C@@H]1CN(C)C(=O)NC1CCCCC1	i
C[C@H]1CN([C@@H](C)CO)C(=O)c2cccc(NC(=O)C3CCOCC3)c2O[C@@H]1CN(C)Cc1ccc(C(=O)O)cc1	i
CCOC(=O)c1c(NC(=O)c2nc3ncccn3n2)sc(C)c1C	i
C[C@H](CO)N1C[C@H](C)[C@H](CN(C)C)Oc2ccc(NC(=O)CCN3CCOCC3)cc2CC1=O	i
C[C@@H]1CCCCO[C@@H](CN(C)C(=O)Cc2ccccc2)[C@H](C)CN([C@@H](C)CO)C(=O)c2cc(NC(=O)Nc3ccccc3)ccc2O1	i
COc1ccc(C2(CNC(=O)CC#N)CCCC2)cc1OC	i
COc1cc(C[C@H]2CO[C@H](c3ccc(O[C@@H]4O[C@H](CO)[C@@H](O)[C@H](O)[C@H]4O)c(OC)c3)[C@H]2CO)ccc1O	i
C[C@@H]1CCCCO[C@@H](CN(C)Cc2ccccc2)[C@H](C)CN([C@@H](C)CO)C(=O)c2cc(N(C)C)ccc2O1	i
O=C(C1=C[C@H](c2ccc(Br)cc2)C[C@H](OCCCCO)O1)N1CCN(Cc2ccccc2)CC1	i

Other records follow.
SMILES	NFkB SMM
C[C@@H]1CN([C@H](C)CO)C(=O)c2cccc(NS(=O)(=O)c3ccccc3)c2O[C@H]1CN(C)C(=O)Nc1ccc(C(F)(F)F)cc1	i
C[C@@H]1CN([C@H](C)CO)C(=O)Cc2cc(NS(=O)(=O)c3ccccc3)ccc2O[C@H]1CN(C)S(=O)(=O)c1ccccc1	i
O=C(N1CCCCC1)[C@]1(CCS(=O)(=O)c2ccccc2)N=C(c2ccc(OCCCO)cc2)O[C@@H]1c1ccccc1	i
COc1ccc(C#Cc2cnc3c(c2)C(=O)N([C@H](C)CO)C[C@H](C)[C@H](CN(C)S(=O)(=O)c2cn(C)cn2)O3)cc1OC	i
C[C@@H]1CN([C@@H](C)CO)C(=O)c2cccc(NC(=O)Nc3ccccc3)c2O[C@H]1CN(C)C	i
Cc1noc(C)c1NC(=O)Nc1ccc2c(c1)CC(=O)N([C@H](C)CO)C[C@H](C)[C@H](CN(C)S(=O)(=O)c1cn(C)cn1)O2	i
COc1ccc(NC(=O)Nc2ccc3c(c2)C(=O)N([C@H](C)CO)C[C@H](C)[C@@H](CN(C)S(=O)(=O)c2ccc(OC)cc2)O3)cc1	i
C[C@@H]1CN([C@H](C)CO)C(=O)c2cccc(NC(=O)Nc3ccc(F)cc3)c2O[C@H]1CN(C)Cc1ccc(C(F)(F)F)cc1	i
Cc1noc(C)c1S(=O)(=O)Nc1ccc2c(c1)C(=O)N([C@H](C)CO)C[C@@H](C)[C@@H](CN(C)Cc1ccncc1)OCCCC[C@@H](C)O2	i
CC(C)NC(=O)Nc1ccc2c(c1)C(=O)N([C@@H](C)CO)C[C@H](C)[C@H](CN(C)S(=O)(=O)c1cccs1)OCCCC[C@H](C)O2	i
COC(=O)c1ccc(CSc2nnc(CN3CCOCC3)n2C)cc1	i
CNC[C@@H]1Oc2c(NC(=O)c3cc(C)nn3C)cccc2C(=O)N([C@@H](C)CO)C[C@@H]1C	i
C[C@H]1CN([C@@H](C)CO)C(=O)c2cc(NS(=O)(=O)c3cn(C)cn3)ccc2O[C@@H]1CN(C)C(=O)Nc1ccc(F)cc1	i
C[C@@H]1CN([C@H](C)CO)C(=O)c2cccc(NC(=O)NC3CCCCC3)c2O[C@@H]1CN(C)Cc1ccc(C(=O)O)cc1	i
COc1ccc(OC)c(NC(=O)CSc2nnc(-c3ccccc3)n2C)c1	i
C[C@@H]1CN([C@@H](C)CO)C(=O)Cc2cc(NC(=O)CCN3CCOCC3)ccc2O[C@@H]1CN(C)Cc1ccc(-c2ccccc2)cc1	i
Cc1noc(C)c1NC(=O)Nc1cccc2c1O[C@@H](CN(C)Cc1ccncc1)[C@H](C)CN([C@@H](C)CO)C2=O	i
N#Cc1ccccc1NC(=O)CCSc1nc(-c2ccccc2)c2cc(Cl)ccc2n1	i
Cn1c(=O)c2c(ncn2CC(=O)Nc2ccccc2Sc2ccccc2)n(C)c1=O	i
COc1ccc(S(=O)(=O)N(C)C[C@H]2Oc3c(NC(=O)c4ccncc4)cccc3C(=O)N([C@H](C)CO)C[C@@H]2C)cc1	i
C[C@@H]1CN([C@H](C)CO)C(=O)c2cccc(NC(=O)c3ccc(-c4nccs4)cc3)c2O[C@H]1CN(C)CC1CC1	i
Cc1cc(=O)[nH]c(SCC(=O)Nc2cccc3ccccc23)n1	i
CC(C)NC(=O)N(C)C[C@@H]1Oc2ccc(NC(=O)CCC(F)(F)F)cc2CC(=O)N([C@@H](C)CO)C[C@H]1C	i
C[C@H](CO)N1C[C@H](C)[C@H](CN(C)S(=O)(=O)c2ccc3ccccc3c2)OCc2cnnn2CCCC1=O	i
COc1ccccc1CN1C(=O)c2ccccc2[C@@H](C(=O)NCc2ccccc2)[C@@H]1c1ccc(CO)cc1	i

The list continues.
SMILES	NFkB SMM
CCC(NC(C)C)C(O)c1ccc(O)c(O)c1 (stereo not drawn)	i
CCOC(=O)CN(C)C1=NS(=O)(=O)c2ccccc21	i
CCn1ncc(Br)c1C(=O)Nc1ccccc1C(=O)OC	i
COc1ccc(NC(=O)Cn2c(-c3ccccc3)nc3sc4c(c3c2=O)CCCC4)cc1	i
CNC[C@@H]1OCCCC[C@@H](C)Oc2ccc(NS(C)(=O)=O)cc2C(=O)N([C@H](C)CO)C[C@@H]1C	i
COc1ccccc1CC(=O)Nc1cc(Cl)ccc1O	i
Cc1ccccc1-c1nnc(SCC(=O)Nc2ccc(Oc3ccccc3)cc2)n1C	i
C[C@@H]1CCCCO[C@H](CN(C)C(=O)Nc2ccccc2)[C@H](C)CN([C@H](C)CO)C(=O)c2cc(NC(=O)Cc3ccccc3)ccc2O1	i
C[C@H](CO)N1C[C@H](C)[C@@H](CN(C)C(=O)Nc2ccc3c(c2)OCO3)Oc2ccc(N(C)C)cc2C1=O	i
C[C@H](CO)N1C[C@H](C)[C@H](CN(C)Cc2ccncc2)Oc2ccc(NC(=O)Nc3ccc4c(c3)OCO4)cc2C1=O	i
C[C@@H]1CN([C@H](C)CO)C(=O)Cc2cc(N(C)C)ccc2O[C@H]1CN(C)C(=O)Nc1cccc2ccccc12	i
COc1ccc(NC(=O)c2ccc(OC(C)C(=O)O)cc2)cc1Cl (stereo not drawn)	+
C[C@H]1CCCCO[C@@H](CN(C)C)[C@@H](C)CN([C@@H](C)CO)C(=O)c2cc(NC(=O)CCCN(C)C)ccc2O1	i
C[C@H](CO)N1C[C@H](C)[C@H](CN(C)C(=O)Nc2ccc3c(c2)OCO3)Oc2ccc(NC(=O)Nc3ccc4c(c3)OCO4)cc2C1=O	i
CSc1ccccc1-n1nnnc1SCCSc1ccccc1-n1nnnc1SC	i
CCOc1cccc2cc(C(=O)NCc3cccnc3)c(=O)oc12	i
C[C@@H]1CCCCO[C@H](CN(C)C(=O)CCC(F)(F)F)[C@H](C)CN([C@@H](C)CO)C(=O)c2cc(NC(=O)Nc3ccc4c(c3)OCO4)ccc2O1	i
CCO[C@H]1OC(C(=O)N2CCN(C)CC2)=C[C@@H](c2ccc(C(F)(F)F)cc2)[C@@H]1CCCO	i
C[C@@H]1CN([C@@H](C)CO)C(=O)CCCn2nncc2CO[C@H]1CN(C)C(=O)Nc1ccccc1F	i
Cc1noc(C)c1S(=O)(=O)Nc1cccc2c1O[C@H](CN(C)Cc1ccncc1)[C@H](C)CN([C@H](C)CO)C2=O	i
CO[C@@]12[C@@H]3NC3CN1C1=C(C(=O)C(N)=C(C)C1=O)[C@@H]2COC(N)=O (stereo partly drawn)	i
C[C@@H]1CN([C@H](C)CO)C(=O)Cc2cc(NC(=O)CCC(F)(F)F)ccc2O[C@H]1CN(C)Cc1ccc2c(c1)OCO2	i
C[C@@H]1CN([C@@H](C)CO)C(=O)c2cccc(NC(=O)c3cnccn3)c2O[C@H]1CN(C)Cc1ccc(C(F)(F)F)cc1	i
CNC[C@@H]1Oc2ccc(NC(=O)CCC(F)(F)F)cc2CC(=O)N([C@@H](C)CO)C[C@@H]1C	i
COc1ccc(/C=C/C(=O)O[C@@H]2[C@@H](O)[C@@H](O)[C@H](O[C@H]3[C@@H]4C=CO[C@@H](O[C@@H]5O[C@H](CO)[C@@H](O)[C@H](O)[C@H]5O)[C@@H]4[C@@]4(CO)O[C@@H]34)O[C@H]2C)cc1	i

Continued; it opens with the 2 that closed the last part.
SMILES	NFkB SMM
CNC[C@@H]1Oc2ccc(NC(=O)CCC(F)(F)F)cc2CC(=O)N([C@@H](C)CO)C[C@@H]1C	i
COc1ccc(/C=C/C(=O)O[C@@H]2[C@@H](O)[C@@H](O)[C@H](O[C@H]3[C@@H]4C=CO[C@@H](O[C@@H]5O[C@H](CO)[C@@H](O)[C@H](O)[C@H]5O)[C@@H]4[C@@]4(CO)O[C@@H]34)O[C@H]2C)cc1	i
C[C@H]1CN([C@@H](C)CO)C(=O)c2cccc(NC(=O)Nc3ccc(F)cc3)c2O[C@@H]1CN(C)Cc1ccc(C(=O)O)cc1	i
C[C@H](CO)N1C[C@H](C)[C@@H](CN(C)Cc2ccccc2)Oc2c(cccc2N(C)C)C1=O	i
COCCOC(=O)N1C(=O)[C@@]2(c3cc(C#CCNC(N)=O)ccc31)[C@H](C(=O)NC[C@H](O)c1ccccc1)[C@H]1C(=O)O[C@H](c3ccccc3)[C@H](c3ccccc3)N1[C@@H]2c1ccc(O)cc1	i
C[C@@H]1CN([C@@H](C)CO)C(=O)c2cccc(NS(C)(=O)=O)c2O[C@@H]1CN(C)S(=O)(=O)c1ccc(Cl)cc1	i
CC(C)NC(=O)Nc1ccc2c(c1)C(=O)N([C@@H](C)CO)C[C@H](C)[C@H](CN(C)C(=O)Nc1ccc(F)cc1)OCCCC[C@@H](C)O2	i
C[C@@H]1CN([C@@H](C)CO)C(=O)CCCn2nncc2CO[C@@H]1CN(C)Cc1ccc2cccnc2c1	i
CCO[C@@H]1OC(C(=O)N2CCN(C)CC2)=C[C@H](C(C)(C)C)[C@H]1CCCO	i
Cc1cccc(NC(=O)C(=O)NCCCn2ccnc2)c1	i
COc1ccc(S(=O)(=O)N(C)CC(=O)Nc2ccc3c(c2)OCCO3)cc1OC	i
COc1ccc(S(=O)(=O)N(C)CCc2ccccn2)cc1	+
C[C@@H]1CN([C@H](C)CO)C(=O)c2cccc(NC(=O)c3ccc(-c4nccs4)cc3)c2O[C@H]1CN(C)C(=O)NC1CCCCC1	i
COc1ccc(C2Oc3cc(OC)ccc3CC2O)cc1 (stereo not drawn)	i
C[C@H]1CN([C@@H](C)CO)C(=O)c2cccc(NS(=O)(=O)c3cccs3)c2O[C@H]1CN(C)Cc1ccc(Cl)c(Cl)c1	i
C[C@H]1CN([C@@H](C)CO)C(=O)c2cccc(NC(=O)C3CCOCC3)c2O[C@H]1CN(C)S(=O)(=O)c1cccs1	i
O=C(NCC(O)c1ccccc1)c1ccc(S(=O)(=O)N2CCOCC2)cc1 (stereo not drawn)	i

Reprinted at random: seven compounds from above
SMILES	NFkB SMM
C[C@H](CO)N1C[C@H](C)[C@@H](CN(C)Cc2ccccc2)Oc2c(cccc2N(C)C)C1=O	i
C[C@H]1CN([C@@H](C)CO)C(=O)c2cccc(NC(=O)Nc3ccc(F)cc3)c2O[C@@H]1CN(C)Cc1ccc(C(=O)O)cc1	i
CCO[C@@H]1OC(C(=O)N2CCN(C)CC2)=C[C@H](C(C)(C)C)[C@H]1CCCO	i
COc1ccc(S(=O)(=O)N(C)CCc2ccccn2)cc1	+
C[C@@H]1CN([C@H](C)CO)C(=O)c2cccc(NC(=O)c3ccc(-c4nccs4)cc3)c2O[C@H]1CN(C)C(=O)NC1CCCCC1	i
C[C@@H]1CN([C@@H](C)CO)C(=O)c2cccc(NS(C)(=O)=O)c2O[C@@H]1CN(C)S(=O)(=O)c1ccc(Cl)cc1	i
C[C@H]1CN([C@@H](C)CO)C(=O)c2cccc(NS(=O)(=O)c3cccs3)c2O[C@H]1CN(C)Cc1ccc(Cl)c(Cl)c1	i
